KCNH2 3.1 block: blocks the human KCNH2 3.1 channel isoform. activity change, % (tested at about 1.8 µM). U2OS KCNH2 3.1, thallium flux FluxOr; active compounds read low. 0.95% of 340,000 active. AID 720553;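 active means maximum activity change below -70%; inconclusive means maximum activity change from -70% to -50%; inactive means maximum activity change above -50%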;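 further: thallium influx rate constant from kinetic fluorescence after stimulation buffer; on the % scale 0 is the no-effect control and ±100 the full control effect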
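Normalized rate constant (relative to positive and negative DMSO controls) derived from a 2 min kinetic fluorescence read after stimulation; U2OS cells expressing the 3.1 isoform via virus at 1.77 x 10^8 /mL.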
Mito fusion act: blocks mitochondrial division or promotes mitochondrial fusion | S. cerevisiae fusion-defective mutant growth rescue, CellTiterGlo 48 h | Potency, µM (series often up to 46.1 µM), for inactives: at the highest dose growth rescue (activation), most hits filed as activators | 0.23% of 320,000 active;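 further: potency means the concentration at half of the fitted maximal effect; % of control where 0% means no effect; nearly all actives have a fitted effect of over 45% in size; temperature-sensitive fusion mutants such as fzo1-1 at 37 °C on non-fermentable ethanol glycerol medium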
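Yeast fusion mutant, YPEG (non-fermentable carbon), compound, 48 h at 37C non-permissive; CellTiterGlo added, 10 min RT, luminescence read. Rescued growth = division inhibition.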
TRPV1 agonist: agonists of human vanilloid receptor 1 (TRPV1). activation, % at 8.33 µM. TRPV1-expressing cells, Fluo-8 calcium influx, agonist mode. 0.19% of 320,000 active. Q8NER1; in the data active means activation above about 80%; inconclusive means between about 30% and that limit; further: 0% is about no effect
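Cells expressing TRPV1 were dye-loaded with Fluo-8 and read kinetically: 10 s baseline, 3 min after compound (agonist portion), then 2 min after EC20 capsaicin (allosteric enhancer portion). Calcium-bound dye fluorescence at 480/520 nm.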
ELG1 repair inh: ELG1-dependent DNA repair inhibition | HEK293T ELG1-luciferase reporter, luminescence, 16 h; DNA damage induced by 5-fluorouridine | Potency, µM (series often up to 46.1 µM), without a hit: at the top dose activity change, negative = inhibition, most hits filed as inhibitors | 2.3% of 330,000 active | AID 504467; further: potency means the concentration at half of the fitted maximal effect; on the % scale 0 is the no-effect control and ±100 the full control effect; nearly all actives have a fitted effect of over 55% in size
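DMSO vehicle served as the neutral condition. Each well held 2,000 cells given 5-fluorouridine plus compound; after 16 hr at 37 °C/5% CO2, ONE-Glo was added and luciferase measured 30 min later.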
TCR act: activators of T cell receptors | primary human leukocytes, anti-CD3, IL-2 HTRF, 48 h | Potency, µM (doses to about 9.22 µM), for the others: top-dose activation of IL-2 secretion, hits mostly activators | 330,000 tested, under 10 active; further: % of control where 0% means no effect
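Readout: HTRF IL-2, Eu-cryptate/d2 antibody pair, 320nm excitation, 665nm emission. Stimulus: a-CD3 beads, no co-stimulation. Cells: primary human leukocytes. Exposure: 48 hr with compound.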
A-T KAP1 phos: potential ataxia-telangiectasia treatment. […] A-T fibroblasts, KAP-1 phosphorylation AlphaLISA; neocarzinostatin DNA damage 30 min before lysis. Potency, µM (highest dose often 57.5 µM), for the others: at the highest dose activation, most hits filed as activators. 0.19% of 320,000 active. AID 485349; further: potency means the concentration at half of the fitted maximal effect; % of control where 0% means no effect; nearly all actives have a fitted effect of over 45% in size
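ATM-like activity read as KAP-1 phosphorylation via AlphaLISA donor/acceptor antibody pairs after lysis and 6 hr at 25C. Cells were ATM-null patient fibroblasts ([…], hTERT), dosed 60 min, then exposed to the DSB inducer NCS for 30 min.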
KCNH2 WT inh: KCNH2 (human, wildtype) channel inhibition; U2OS, BacMam KCNH2, thallium flux FluxOr; active compounds read low; Q12809; activity change, % at 1.84 µM; 0.37% of 340,000 active;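 active means maximum activity change below -70%; inconclusive means maximum activity change between -70% and -50%; inactive means maximum activity change above -50%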; further: on the % scale 0 is the no-effect control and ±100 the full control effect
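U2OS cells were transduced with wild-type KCNH2 virus (2.03 x 10^8 / mL) for 4 h at room temperature, then cultured overnight at 37 C. Thallium flux was read with FluxOr dye. Rate constants were normalized to DMSO controls.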
TSHR antag: antagonists of human thyroid stimulating hormone receptor | TSHR-expressing cells, TSH-stimulated cAMP HTRF, 2 h; active compounds read low | activity change, negative = inhibition, % at 11.5 µM | 0.2% of 330,000 active | AID 504810;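 active means activity change below a set negative limit, meaning inhibition stronger than a set level, cut at about -70% in these data; inconclusive means activity change between two set negative limits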; further: on the % scale 0 is the no-effect control and ±100 the full control effect
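Competitive HTRF cAMP read-out (cryptate anti-cAMP antibody, cAMP-d2; 30 min, room temperature) in freshly harvested TSHR cells. Compounds added before TSH at EC80 (4nM final), followed by 2 hours' incubation at 37 deg C.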
USP2a inh: blocks human ubiquitin-specific protease USP2a. O75604. 0.01% of 330,000 active. USP2 core, Ub-CHOP2 coupled fluorogenic reporter, 485/531. Potency, µM (titrated, usually from 38.3 µM), without a hit: top-dose activity change, negative = inhibition, hits mostly inhibitors. AID 463254;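 further: potency means the concentration at half of the fitted maximal effect; plate controls were DMSO wells for no effect and full inhibition by NEM control for full effect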
Target sequence (O75604 whole entry, looked up): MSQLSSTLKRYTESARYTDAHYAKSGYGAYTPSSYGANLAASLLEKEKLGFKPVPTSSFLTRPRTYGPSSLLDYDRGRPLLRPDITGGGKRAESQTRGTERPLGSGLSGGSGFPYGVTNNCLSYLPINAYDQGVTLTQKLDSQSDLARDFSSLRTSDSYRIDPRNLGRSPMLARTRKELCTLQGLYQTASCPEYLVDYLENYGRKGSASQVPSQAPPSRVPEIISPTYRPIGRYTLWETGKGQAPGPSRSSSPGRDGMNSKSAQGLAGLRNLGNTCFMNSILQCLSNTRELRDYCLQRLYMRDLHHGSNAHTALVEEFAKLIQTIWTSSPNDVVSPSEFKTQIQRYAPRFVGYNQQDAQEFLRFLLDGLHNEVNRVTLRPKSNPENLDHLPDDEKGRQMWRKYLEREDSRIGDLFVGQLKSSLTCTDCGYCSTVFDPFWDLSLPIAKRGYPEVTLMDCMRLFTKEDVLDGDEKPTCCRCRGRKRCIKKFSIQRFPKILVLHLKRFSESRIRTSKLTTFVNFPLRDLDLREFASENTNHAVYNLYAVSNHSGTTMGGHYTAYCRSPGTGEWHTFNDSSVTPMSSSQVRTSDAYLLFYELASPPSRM
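Deubiquitinase activity read as fluorescence (485/531 nm) after Ub-CHOP2 cleavage activates the enterokinase reporter on its substrate; USP2 core 10nM, Ub-CHOP2 and substrate 25nM each, 30min compound preincubation then 60min RT; data normalized to NEM, curves fitted.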
Eya2 phos inh: Eya2 (human) phosphatase inhibition; O00167; recombinant Eya2, OMFP fluorescence dephosphorylation (OMFP is methylfluorescein phosphate); Potency, µM (titrated, usually from 76.9 µM), for inactives: top-dose activity, negative = inhibition, actives largely listed as inhibitors; 0.006% of 330,000 active; AID 488837; further: potency means the concentration at half of the fitted maximal effect; on the % scale 0 is the no-effect control and ±100 the full control effect
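Eya2 (0.2 uM) preincubated 10 min at ambient with compound, then OMFP substrate added at 50 uM; 10 min reaction in 50 mM HEPES pH 7.5, 50 mM NaCl, 5 uM MgCl2, 0.05% BSA, 1 mM DTT. Fluorescence read at Ex 485/Em 525 nm.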
The depositor's hits bear a star; ? = inconclusive; / = no result given; [ ] = dose if it differs, or a comment. Unless noted, the call rests on the fitted dose curve; in most records, active means well fitted curve in the direction sought with a large enough effect; inconclusive means small, poorly fitted or top-dose-only effect, or another doubt; inactive means no such curve, though single readings can be large; an effect the other way counts as inactive or inconclusive. The list is partial (hit frequency here may not be typical).

SMILES	KCNH2 3.1 block	Mito fusion act	TRPV1 agonist	ELG1 repair inh	TCR act	A-T KAP1 phos	KCNH2 WT inh	TSHR antag	USP2a inh	Eya2 phos inh
COc1ccc(C(=O)CC(=O)C(=O)Nc2ccc([N+](=O)[O-])cc2C)cc1	-17	8%	0	27%	-4%	-20%	-5	-7	3%	4%
COc1ccc(CCC(=O)N2CCc3ccccc32)cc1	2	0%	?	?	3%	3%	-4	-3	1%	-25%
CN(C(=O)Cn1nnc(-c2cccc(C(F)(F)F)c2)n1)C1CCCCC1	-8	-2%	13	11%	6%	-1%	11	29	2%	-1%
Fc1ccc(COc2ccc(Cl)cc2/C=N/Nc2nc(N3CCCC3)nc(N3CCCC3)n2)cc1	-2	-1%	5	-13%	1%	-5%	15	-7	2%	-3%
Nc1c(S(=O)(=O)c2cccs2)c2nc3ccccc3nc2n1Cc1cccs1	-30	2%	4	-24%	3%	9%	-7	-7	-1%	15%
CCn1c(SCC(=O)Nc2sc3c(c2C#N)CCC(C(C)(C)C)C3)nnc1-c1ccco1 (centres undefined)	-33	-7%	-10	-1%	-2%	1%	-12	28	1%	-7%
C=CCNC(=O)c1ccc(-c2ccc([N+](=O)[O-])cc2)o1	-5	-9%	-6	?	6%[46.1 µM]	-3%	17	17	-8%	-1%
CCc1c(C)sc(NC(=O)c2ccco2)c1C(=O)N1CCOCC1	-7	-2%	1	3%	-3%	-16%	-2	11	3%	-22%
O=C(Nc1ccccc1C(=O)N1CCOCC1)C1CCCO1 (centres undefined)	-6	0%	-2	6%	/	-5%	-17	0	1%	2%
Cc1cc(C)cc(N(C(=O)c2sc(C)nc2C)C(C(=O)NCc2ccco2)c2ccccc2)c1 (centres undefined)	2	-1%	10	-1%	-3%	-1%	-10	19	1%	-18%
O=c1c(Cc2c(F)cccc2Cl)c(O)ccn1C1CC1	11	18%	-5	14%	-1%	0%	-1	-2	3%	-8%
O=S(=O)(NCc1csc(-c2cccnc2)n1)c1ccc2c(c1)OCCO2	0	3%	0	?	-17%	0%	4	0	0%	1%
COc1cccc(N(CC(=O)Nc2cccc(C(C)=O)c2)S(C)(=O)=O)c1	5	0%	5	3%	7%	10%	-7	10	0%	-8%
COc1ccc2[nH]c(=O)c(CNc3ccccc3)cc2c1	-2	0%	-4	?	-1%	2%	3	7	0%	21%
CCCc1cc(=O)n2[nH]c(-c3cccc(Br)c3)cc2n1	35	-1%	3	?	-15%	-2%	3	-8	1%	2%
COc1ccc(CN2CCN(C(C)C)C(CCO)C2)cc1Cn1cncn1 (centres undefined)	-2	2%	5	8%	-2%	4%	4	2	-2%	-13%
CCOCCCNC(=O)c1c(C)[nH]c(C(=O)OCC)c1C	9	1%	?	28%	1%	8%	55	-5	0%	10%
CC(C)c1ccc(O)c(NC(=O)c2cncc(Br)c2)c1	9	5%	16	23%	-16%	0%	2	1	3%	-12%
C[N+]1(CCCCSc2ccc(O)cc2)CCCCC1	1	-2%	-4	-2%	-3%[46.1 µM]	-1%	-5	16	1%	-25%
Cc1c([N+](=O)[O-])cc(C(=O)Nc2ccc(NC(=O)c3ccco3)cc2)cc1[N+](=O)[O-]	-11	-2%	2	6%	-5%	-1%	-5	-12	4%	0%
O=C1NC(=Nc2ccccc2)SC1Cc1ccccc1 (centres undefined)	28	1%	-8	1%	-3%	6%	8	54	0%	7%
COC(=O)Cn1cc(C(=O)OC)c2ccccc21	6	-8%	-1	?	-4%	-5%	-37	6	2%	-6%
CC(C)CN1C(=S)SC(C)(C)C1n1oc(=O)n(-c2ccccc2)c1=O (centres undefined)	36	28%	-2	-16%	-5%[46.1 µM]	-3%	4	7	0%	-23%
COC(=O)c1c(C)oc(C)c1S(=O)(=O)NC(c1ccccc1)c1ccccc1	9	-4%	14	-26%	2%	5%	6	8	5%	-7%
CCCCC(=O)NC(c1cccc([N+](=O)[O-])c1)c1c(OC(C)=O)ccc2ccccc12 (centres undefined)	-4	?	-1	?	-10%[46.1 µM]	/	1	8	6%	1%
C#CCNC(=O)C1=C[C@@H](c2cn(C(C)=O)c3ccccc23)C[C@@H](OCc2ccc(CO)cc2)O1	-1	-1%	4	?	-115%	-11%	2	-4	1%	-3%
Cc1cccc(-c2noc(Cc3ccc(Cl)cc3)n2)c1	-2	-6%	9	?	1%	12%	-1	-7	0%	1%
COCCCNCCOc1ccccc1-c1ccccc1	-2	-7%	-3	-18%	5%[46.1 µM]	-3%	6	-7	1%	2%
Cc1ccc(OCCNC(=O)CNC(=O)c2ccc(C)cc2)cc1	19	0%	4	4%	7%	7%	-1	14	-1%	0%
CSc1nncn1/N=C/c1ccc([N+](=O)[O-])cc1	-4	-10%	-2	-3%	-26%	-6%	-12	7	4%	-13%
Cc1noc(NS(=O)(=O)c2ccc(NC(=O)CS(=O)(=O)c3ccccc3)cc2)c1C	-4	1%	2	9%	2%	-4%	-2	-1	2%	15%
CCCc1nnc(SCC(=O)N2C(C)CCCC2C)n1CC (centres undefined)	3	16%	-3	15%	1%	1%	-2	8	2%	1%
CCCN(Cc1cc2ccc(C)cc2[nH]c1=O)S(=O)(=O)c1ccccc1	4	8%	10	?	-7%	/	-5	3	-4%	-16%
COCCNC(=S)N/N=C(\C)c1cccc(C(F)(F)F)c1	-3	12%	?	-3%	-8%	5%	3	10	-14%	-13%
COCNc1nc(OCC#N)nc(N(C)C)n1	-9	-2%	-2	17%	6%	-1%	3	21	-1%	-4%
O=C(Nc1ccc(N2CCOCC2)cc1N1CCOCC1)c1cccc([N+](=O)[O-])c1	12	1%	0	-19%	1%	1%	2	-2	3%	-2%
COC(=O)c1ccccc1NC(=O)C1CCCN(S(=O)(=O)c2ccccc2)C1 (centres undefined)	-7	18%	1	?	-2%	9%	-14	-23	2%	-44%
CSc1cccc(-n2cc(-c3ccc4c(c3)OCO4)[nH]c2=O)c1	-2	1%	5	?	1%	0%	-2	-5	-2%	12%
COc1ccccc1N1CCN(CC(=O)c2c(C)n(C)c3ccccc23)CC1	0	2%	0	?	/	-3%	5	-5	-13%	3%
Cc1cc(C)nc(SCCC(=O)Nc2ccccc2C)n1	-19	-4%	1	-4%	8%	-5%	2	14	4%	-4%
Cn1c(SCC(=O)N2CCN(c3ccccc3)CC2)nnc1-c1ccccc1	-11	4%	0	?	10%	/	7	10	0%	3%
Cc1cc(C)cc(Nc2ccc(C(=O)O)cc2N)c1	2	6%	-1	?	-4%[46.1 µM]	-2%	-2	-40	1%	-2%
c1ccc(Cc2nnc(Sc3ccccc3)c3ccccc23)cc1	9	3%	/	?	-8%	21%	37	-4	0%	-18%
COC(=O)c1ccc(NC(=S)N2CCN(Cc3ccccc3)CC2)cc1	-3	-5%	4	?	-13%	2%	18	27	-2%	-15%
CCc1nc2nc(C)c(NS(=O)(=O)c3ccc(C)c(C)c3)c(=O)n2[nH]1	-1	5%	-2	7%	0%	/	2	4	0%	-2%
O=C(N1CCCC1)C12CC3CC(CC(Cl)(C3)C1)C2	-21	-11%	4	-5%	-3%	20%	-1	-3	4%	-5%
COc1ccc(CNC(=O)CSc2nnc3nc(C)cc(C)n23)cc1OC	15	2%	-1	-2%	-2%	-4%	-8	6	1%	5%
CSc1cc(C)[nH]c(=O)n1	-11	-3%	2	16%	-6%	-2%	2	4	2%	-12%
O=C(CN1CCCC1)Nc1cc(C(F)(F)F)ccc1Cl	1	-2%	3	-8%	3%	0%	-10	2	8%	10%
COCCN1C(=O)/C(=C/c2ccc(OCc3ccc(C(=O)O)cc3)c(OC)c2)SC1=Nc1ccccc1	-5	?	3	-25%	-4%[46.1 µM]	-2%	-1	-22	0%	-4%
Other records.
SMILES	KCNH2 3.1 block	Mito fusion act	TRPV1 agonist	ELG1 repair inh	TCR act	A-T KAP1 phos	KCNH2 WT inh	TSHR antag	USP2a inh	Eya2 phos inh
CCN(CC)CCCNC(=O)c1cn(-c2cccc(OC)c2)c(=O)c2ccccc12	-36	2%	-8	?	14%	-3%	33	-1	-1%	-7%
Cc1c([N+](=O)[O-])cc(C(=O)N2CCOCC2)cc1[N+](=O)[O-]	-8	-4%	2	14%	2%[46.1 µM]	3%	-1	6	-2%	5%
CCOCCCNC(=S)NNC(=O)CCn1nc(C)c(Br)c1C	22	0%	0	-2%	-1%	1%	12	-18	-4%	-24%
CCC[C@@H]1Cc2ccccc2N1C(C)=O	-23	3%	1	20%	-1%	11%	-7	0	0%	-10%
CCCC(C(=O)Nc1ccc(C)c(S(=O)(=O)N2CCOCC2)c1)c1ccccc1 (centres undefined)	1	7%	17	-10%	-2%	0%	0	-11	1%	27%
